Bioassay records from PubChem.
Pf gametocyte – kills late stage P. falciparum gametocytes; AID 743093; P. falciparum stage V gametocytes, ATP luminescence, 24 h; inhibition, % at 10.9 µM; 150,000 tested, 0.065% active;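 active = inhibition above the mean plus 3 SD of compounds within the control limits, set per campaign, cut at about 38% in these data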;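 also: 0% = DMSO wells and 100% = medium only without gametocytes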
Mcl1-Bid inh – disrupts binding of human Mcl-1 to Bid peptide | TR-FRET Mcl-1/Bid-Dy647 peptide binding, 1536-well | 220,000 tested, 0.97% active | inhibition, % at 21.7 µM | AID 1021;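 active = compounds that cut the binding signal by more than half at the single screening dose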;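 also: His-tagged Mcl-1 with europium anti-His antibody binding Bid BH3 peptide; 0% = Mcl-1 plus peptide wells and 100% = peptide-only wells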
Bim-Mcl-1 – inhibitors of Bim-Mcl-1 interaction, human; Q07820; Bead-based flow cytometry, Bim peptide-Mcl-1 binding; inhibition, % at 10 µM; 190,000 tested, 0.1% active; in the data active = inhibition above about 40%;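 also: 0% = no compound tracer wells and 100% = peptide blocker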
Rab2A wt mod – changes GTP binding to wildtype dog Rab2A, up or down; P61105; GST-Rab2 wt beads, Bodipy-GTP binding, flow cytometry; GTP binding activity, % at 10 µM; 190,000 tested, 0.19% active; AID 760;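 active = GTP binding activity at least 20 points away from 100%, either lowered or raised; inconclusive = signal likely due to the compound's own green fluorescence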;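 also: 0% = beads with excess unlabeled GTP and 100% = no-compound control corrected for plate trend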
Rac1 act GTP bind – modulators of GTP binding to human Rac1 activated mutant; P63000; GST-Rac1 activated beads, fluorescent GTP binding, flow cytometry; actives lie on both sides; 100% means binding = to untreated wells; percent activity (GTP binding), % at 10 µM; 190,000 tested, 0.11% active; AID 764;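 active = GTP binding at least 20 percentage points away from the 100% baseline, in either direction, so actives lie on both sides; inconclusive = Compound likely fluorescent itself, or too few beads counted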
Cdc42 wt GTP – modulators (inhibitors or activators) of GTP binding to human Cdc42 wildtype; 190,000 tested, 0.2% active; GST-Cdc42 beads, Bodipy-GTP binding, flow cytometry; actives lie on both sides; AID 761; percent activity (GTP binding), % at 10 µM; P60953;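 active = percent activity GTP binding at least 20 points away from the 100% baseline, either down as inhibitor or up as activator; inconclusive = compound flagged as likely green fluorescent from well-wide comparison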;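 also: median bead fluorescence of bound Bodipy-FL-GTP at 100 nM; 0% = excess unlabeled GTP control and 100% = no compound control; below 100% means less GTP binding so inhibitor and above means activator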
Target sequence (P60953 whole entry, looked up): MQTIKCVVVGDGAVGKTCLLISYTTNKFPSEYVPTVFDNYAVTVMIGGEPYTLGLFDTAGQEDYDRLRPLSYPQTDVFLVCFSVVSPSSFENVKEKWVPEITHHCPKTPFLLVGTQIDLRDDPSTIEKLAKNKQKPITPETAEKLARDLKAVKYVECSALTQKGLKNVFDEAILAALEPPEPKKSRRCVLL
HRas wt GTP – changes GTP binding to wildtype human HRas. GTP binding activity, % at 10 µM. GST-Ras wt beads, Bodipy-FL-GTP binding, flow cytometry; actives lie on both sides. AID 759. 190,000 tested, 0.14% active;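 active = GTP binding activity at least 20% away from the 100% baseline, either lowered as inhibitor or raised as activator; inconclusive = flagged as likely green fluorescent, judged across all proteins in the well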;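 also: 0% = unlabeled GTP competition control and 100% = no-compound control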
Target sequence (P01112 whole entry, looked up): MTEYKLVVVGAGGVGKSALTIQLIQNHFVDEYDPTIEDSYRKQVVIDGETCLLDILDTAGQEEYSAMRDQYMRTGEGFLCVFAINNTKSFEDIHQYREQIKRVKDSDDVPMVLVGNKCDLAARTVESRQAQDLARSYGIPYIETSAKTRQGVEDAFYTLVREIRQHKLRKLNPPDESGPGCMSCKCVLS
Rac1 wt modul – modulators of human Rac1 wildtype GTP binding. GST-Rac1 beads, fluorescent GTP binding, flow cytometry; actives lie on both sides; 0 = cold GTP competed, 100 = untreated. P63000. GTP binding activity (% of control), % at 10 µM. 190,000 tested, 0.27% active;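 active = GTP binding activity at least 20 points away from the 100% control level, either lower or higher; inconclusive = compound flagged as likely green fluorescent, judged across all proteins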
Rab7 wt modul – modulators of GTP binding to dog Rab7 wildtype GTPase. GST-Rab7 beads, fluorescent GTP binding, flow cytometry; actives lie on both sides; untreated = 100%, excess cold GTP = 0%. 190,000 tested, 0.055% active. AID 758. GTP binding activity (percent of control), % at 10 µM;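 active = fluorescent GTP binding to Rab7 beads changed by at least 20 points from the 100% baseline, either direction, mostly lower; inconclusive = compound itself probably fluorescent, or too few beads counted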;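 also: median green fluorescence of bound Bodipy-FL-GTP per Rab7 bead population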
Mcl1-Noxa inh – disrupts binding of human Mcl-1 to Noxa peptide; Q07820; TR-FRET Mcl-1/Noxa peptide binding, 2 h; inhibition, % at 21.7 µM; 220,000 tested, 1.5% active;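 active = compounds that cut the protein-peptide binding signal by more than 50% relative to plate controls in a single-dose test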;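 also: His-tagged Mcl-1 with rhodamine Noxa BH3 peptide and terbium anti-His antibody; 0% = Mcl-1 plus Noxa peptide wells and 100% = peptide-only wells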
RGS8-Gao reg – regulators of human RGS8-Galphao interaction. P09471. multiplexed bead flow cytometry, RGS8-Galphao binding; actives lie on both sides. response (percent of control binding), % at 10 µM. 220,000 tested, 0.34% active. AID 1423; in the data active = response below about 60% or above about 140%; inactive = in between;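 also: Galphao activated as the GDP aluminium fluoride complex binding bead-coupled RGS8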
Target sequence (P09471 whole entry, looked up): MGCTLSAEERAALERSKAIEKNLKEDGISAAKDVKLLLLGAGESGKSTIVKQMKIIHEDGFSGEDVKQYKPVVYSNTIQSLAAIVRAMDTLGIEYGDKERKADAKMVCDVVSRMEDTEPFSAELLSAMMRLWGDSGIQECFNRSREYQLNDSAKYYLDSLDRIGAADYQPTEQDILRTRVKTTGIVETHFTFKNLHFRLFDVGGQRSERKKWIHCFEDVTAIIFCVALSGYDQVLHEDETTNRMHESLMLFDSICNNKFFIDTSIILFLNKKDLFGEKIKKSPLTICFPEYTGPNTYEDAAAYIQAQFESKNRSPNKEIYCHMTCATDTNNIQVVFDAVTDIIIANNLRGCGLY
Active calls of the source: *; u = inconclusive; x = no result given; [ ] = another dose, or the depositor's remark.

SMILES | Pf gametocyte | Mcl1-Bid inh | Bim-Mcl-1 | Rab2A wt mod | Rac1 act GTP bind | Cdc42 wt GTP | HRas wt GTP | Rac1 wt modul | Rab7 wt modul | Mcl1-Noxa inh | RGS8-Gao reg
CC1CCN(c2c(NCc3ccc(C(=O)N4c5ccccc5CC4C)cc3)c(=O)c2=O)CC1 (stereo not given) | x | -26 | -6 | 97 | 96 | 101 | 96 | 102 | 97 | -37 | 100
COC(=O)c1sc2nc(CSc3nc4ccc(C)cc4[nH]3)[nH]c(=O)c2c1C | 14 | 2 | 0 | 98 | 98 | 98 | 98 | 99 | 97 | 20 | 99
Cn1ncc(Br)c1C(=O)N/N=C/c1ccc(OS(=O)(=O)c2ccccc2)cc1 | x | 3 | 1 | 100 | 100 | 101 | 102 | 101 | 101 | 22 | 83
N#C/C(=C\c1ccccc1OCc1ccc(C(=O)O)cc1)C(=O)Nc1ccc(O)cc1 | -4 | -14 | 2 | 94 | 89 | 91 | 91 | 87 | 91 | 12 | 101
Cc1ccc(C(C(=O)NC2CCCCC2)N(C(=O)CCCC(=O)Nc2ccccn2)c2ccc3c(c2)OCCO3)cc1 (stereo not given) | -19 | -10 | -2 | 99 | 100 | 97 | 100 | 102 | 98 | 5 | 106
CC(Sc1cccc[n+]1[O-])C(=O)Nc1cccc(S(=O)(=O)N2CCOCC2)c1 (stereo not given) | x | -14 | -3 | 98 | 98 | 98 | 97 | 101 | 92 | 16 | 102
CSc1ncccc1C(=O)OCC(=O)NC1CCS(=O)(=O)C1 (stereo not given) | x | 8 | -8 | 99 | 99 | 103 | 101 | 104 | 99 | -3 | 99
O=C(O)CNS(=O)(=O)c1ccc(Br)s1 | x | 6 | -2 | 101 | 98 | 102 | 101 | 103 | 103 | 19 | 102
Cc1ccc(/C=C/C2=Cc3c(sc(NC(=O)CSc4n[nH]c(N)n4)c3C#N)C(C)(C)C2)o1 | x | -30 | 8 | 99 | 95 | 102 | 101 | 102 | 101 | 97* | 71
CN(CCOc1ccccc1)CC(=O)Nc1cc([N+](=O)[O-])ccc1Cl | 21 | -8 | -2 | 97 | 98 | 97 | 100 | 98 | 98 | -9 | 107
CN(C)c1nc(/C=C(\C#N)C(N)=O)c(Cl)n1-c1ccc(F)cc1 | x | -44 | 0 | 100 | 94 | 95 | 95 | 96 | 102 | 9 | 99
CN(C)c1nc(OCCNC(=O)Nc2ccccc2)nc(N(C)C)n1 | x | -4 | -2 | 97 | 100 | 97 | 98 | 98 | 100 | -6 | 103
CCOC(=O)c1sc(-n2[nH]c(C)cc2=O)nc1C | x | -101 | 3 | 96 | 94 | 97 | 98 | 102 | 97 | -24 | 103
Cc1cc(C)cc(NC(=O)Nc2ccc(Cl)cn2)c1 | 1 | -18 | 0 | 93 | 93 | 97 | 97 | 99 | 96 | -32 | 93
COc1cc(OC)cc(C(=O)N2CCN(c3ccccc3F)CC2)c1 | -5 | 3 | -2 | 98 | 97 | 97 | 97 | 98 | 101 | 0 | 109
Cc1cc([N+](=O)[O-])cc(C)c1OCC(=O)N/N=C/c1ccc(OC(=O)c2ccccc2Br)cc1 | -24 | -13 | -6 | 100 | 99 | 100 | 99 | 102 | 99 | 8 | 97
COc1cc(C(=S)N2CCOCC2)cc(OC)c1OS(=O)(=O)c1ccc(NC(C)=O)cc1 | -14 | -54 | -1 | 99 | 100 | 104 | 99 | 101 | 85 | 26 | 101
COc1ccc(N2C(=O)C(CC(=O)Nc3ccccc3)N(Cc3cccs3)C2=O)cc1 (stereo not given) | x | 4 | -4 | 95 | 95 | 96 | 96 | 99 | 93 | -8 | 99
CC(C)n1cnc2cc(NCc3ccco3)ccc21 | x | -53 | 0 | 96 | 97 | 99 | 97 | 97 | 96 | 52* | 104
O=C1CCCCCCC1Sc1ccccc1[N+](=O)[O-] (stereo not given) | 4 | -7 | 0 | 98 | 97 | 97 | 98 | 101 | 96 | 0 | 99
CN(C)c1ccc(/C=N/N=C(N)N)cc1[N+](=O)[O-] | 2 | -35 | 0 | 100 | 102 | 100 | 99 | 104 | 103 | 29 | 110
CCOC(=O)Nc1ccc(C)cc1NC(=O)OCC | x | -3 | -3 | u | u | u | u | u | u | 3 | 102
COc1ccccc1C1(CC(=O)O)CCOC(C)(C)C1 (stereo not given) | 9 | 2 | -4 | 100 | 101 | 103 | 102 | 106 | 100 | 9 | 108
Cc1cc(NC(=O)c2ccc(F)cc2F)n(-c2nc3ccccc3[nH]2)n1 | x | -21 | 0 | 96 | 95 | 97 | 97 | 98 | 95 | -7 | 104
O=C(CSc1ccc2nnc(-c3ccc(Cl)cc3)n2n1)N1CCCc2ccccc21 | -2 | -13 | 13 | 99 | 100 | 100 | 99 | 102 | 97 | -4 | 97
O=C(O)/C=C\C(=O)Nc1ccc(N2CCN(c3ccc(F)cc3)CC2)cc1 | -11 | -25 | 1 | 98 | 96 | 96 | 98 | 100 | 99 | 35 | 99
O=C(CSc1nc(O)cc(=O)n1-c1ccccc1)Nc1ccccn1 | -2 | -7 | -4 | 99 | 97 | 96 | 99 | 100 | 97 | -1 | 100
[O-][n+]1onc2c3cc(-c4ccccc4)nnc3ccc21 | -9 | -31 | -4 | 97 | 96 | 95 | 98 | 99 | 95 | 2 | 96
COc1cc(/C=C/C(=O)OCC(=O)Nc2ccc(NC(C)=O)cc2)cc(S(=O)(=O)N2CCc3ccccc32)c1OC | -9 | -26 | 0 | 99 | 96 | 94 | 100 | 98 | 99 | 18 | 101
CCCCCCc1ccc(-c2ncc(N)cn2)cc1 | -14 | -41 | 1 | 94 | 93 | 95 | 94 | 91 | 92 | 2 | 100
c1ccc(OCc2nnc3n2N=C(c2ccccc2)CS3)cc1 | -11 | -7 | -11 | 97 | 96 | 96 | 99 | 99 | 102 | 10 | 83
O=C(COC(=O)[C@H](Cc1ccccc1)NC(=O)c1cccs1)NC1CC1 | -25 | -7 | -11 | 99 | 99 | 106 | 99 | 105 | 100 | 6 | 103
Cc1ccc(Cn2nnc3c(=O)n(CC(=O)NCc4ccco4)cnc32)cc1 | 19 | -17 | -2 | 100 | 99 | 98 | 102 | 107 | 97 | 7 | 100
CC(=O)NCc1nc2ccccc2n1Cc1ccccc1F | x | -6 | 11 | 100 | 100 | 103 | 102 | 110 | 99 | 1 | 102
O=C1c2oc3ccccc3c(=O)c2C(c2ccccn2)N1Cc1ccccc1 (stereo not given) | -17 | 11 | -3 | 98 | 100 | 101 | 100 | 104 | 99 | 1 | 103
COc1cccc(-c2nc(CS(=O)(=O)CC(=O)NCc3ccccc3OC)c(C)o2)c1 | x | 21 | -6 | 94 | 93 | 97 | 97 | 101 | 98 | 1 | 99
CC(Sc1nnc(COc2ccccc2)n1Cc1ccccc1)C(=O)O (stereo not given) | x | -34 | -1 | 95 | 93 | 97 | 95 | 95 | 95 | -2 | 95
O=C(Nc1nnc(-c2ccccc2Cl)o1)c1nc2ccccc2s1 | x | -10 | 0 | 98 | 96 | 100 | 97 | 99 | 95 | -39 | 106
CCOC(=O)c1cc(C#N)c(SC)nc1-c1ccccc1 | -3 | -11 | -3 | 101 | 102 | 102 | 103 | 105 | 101 | -15 | 101
CC(C)CNC(=O)C1c2ccccc2Oc2ccccc21 | -27 | -24 | -1 | 101 | 98 | 98 | 101 | 106 | 107 | 5 | 101
CC(=O)Cc1cc(O)c2ccccc2c1OC(=O)c1ccccc1 | -11 | -26 | 0 | 96 | 94 | 94 | 96 | 94 | 91 | 8 | 97
CC(=O)c1ccc(NC(=O)c2cn(-c3ccccc3)nc2-c2ccncc2)cc1 | x | -9 | 0 | 103 | 98 | 101 | 99 | 101 | 99 | -23 | x
CC(C)CC(=O)O/N=C1\C(=O)N(c2ccccc2)c2ccccc21 | x | -6 | -1 | 99 | 101 | 103 | 102 | 102 | 97 | 16 | 99
O=C(COC(=O)c1cc[n+]([O-])cc1)NCc1ccccc1Cl | -2 | -13 | 0 | 99 | 94 | 94 | 102 | 102 | 104 | 72* | 96
COc1ccc(NC(C)=O)cc1NC(=O)CN1CCN(C(=O)c2ccco2)CC1 | x | -4 | 38 | 94 | 93 | 97 | 94 | 96 | 93 | -7 | 153*[activator]
CCOC(=O)c1ccc(Cn2c(-c3ccccc3)nnc2-c2ccccc2)o1 | 14 | -4 | -2 | 94 | 92 | 95 | 95 | 95 | 94 | 3 | 85
O=C(COc1ccc2ccccc2c1)NNC(=O)Cc1cccc2ccccc12 | x | -22 | 0 | 99 | 95 | 99 | 100 | 93 | 99 | 10 | 104
COc1ccccc1NS(=O)(=O)c1cc(NC(=O)c2sc3cc(Cl)ccc3c2Cl)ccc1C | x | -27 | -1 | 98 | 95 | 95 | 98 | 95 | 100 | 10 | 103
CCOC(=O)c1sc2nc(C)cc(C)c2c1N | x | -44 | -1 | 97 | 97 | 100 | 98 | 96 | 100 | -17 | 102
CC1=NN(/C(=N\c2nnc(C)s2)Nc2ccc(C(C)(C)C)cc2)[C@H](c2ccc(C)cc2)S1 | 7 | 4 | -4 | 98 | 98 | 101 | 101 | 102 | 100 | 5 | 104
CCN1CCCc2cc(CN(CCN3CCOCC3)C(=S)Nc3ccc(OC)c(Cl)c3)ccc21 | 8 | -38 | 0 | 97 | 95 | 97 | 99 | 92 | 102 | -4 | 101
CCC(C(=O)NC1CCCC1)N(Cc1ccc2c(c1)OCO2)C(=O)c1snc(C(N)=O)c1N (stereo not given) | x | -1 | 0 | 99 | 99 | 97 | 100 | 97 | 98 | -2 | 103
CC(C)CNc1nc(SCC(=O)Nc2ccccc2)nc(N2CCOCC2)n1 | 9 | -12 | 16 | 98 | 97 | 98 | 96 | 100 | 98 | 8 | 98
Nc1nnc(Cc2ccccc2F)s1 | -24 | 5 | 0 | 104 | 99 | 104 | 100 | 103 | 106 | -42 | 101
Cc1ccccc1COC(=O)c1nn(-c2ccccc2)nc1N | 14 | 4 | 0 | 97 | 97 | 96 | 97 | 97 | 96 | 14 | 100
CSc1nc2ccccc2n1CC(=O)Nc1c(C)cccc1C | x | 2 | -17 | 104 | 99 | 101 | 102 | 105 | 101 | 12 | 97
O=c1c(-c2nc3ccccc3s2)cccn1Cc1ccc(Cl)cc1 | x | 50 | 3 | 94 | 93 | 94 | 94 | 91 | 91 | 1 | 120
OC(COC(c1ccc(Cl)cc1)c1ccc(Cl)cc1)CN1CCCC1 (stereo not given) | x | 5 | -4 | 102 | 99 | 103 | 103 | 102 | 99 | 1 | 95
